# ALOX12 inh = Primary qHTS assay for inhibitors of human arachidonate 12S-lipoxygenase (ALOX12): Round 2 | Polyunsaturated fatty acid lipoxygenase ALOX12 (Homo sapiens), P18054 | purified 12hLO, xylenol orange hydroperoxide absorbance | Potency, µM (series often up to 108 µM), without a hit: at the highest dose activity change, negative = inhibition, most hits filed as inhibitors | 1.1% of 580,000 active; also: % is scaled to controls: 0 for no effect and ±100 for the full control effect
# Target sequence (P18054 whole entry, looked up): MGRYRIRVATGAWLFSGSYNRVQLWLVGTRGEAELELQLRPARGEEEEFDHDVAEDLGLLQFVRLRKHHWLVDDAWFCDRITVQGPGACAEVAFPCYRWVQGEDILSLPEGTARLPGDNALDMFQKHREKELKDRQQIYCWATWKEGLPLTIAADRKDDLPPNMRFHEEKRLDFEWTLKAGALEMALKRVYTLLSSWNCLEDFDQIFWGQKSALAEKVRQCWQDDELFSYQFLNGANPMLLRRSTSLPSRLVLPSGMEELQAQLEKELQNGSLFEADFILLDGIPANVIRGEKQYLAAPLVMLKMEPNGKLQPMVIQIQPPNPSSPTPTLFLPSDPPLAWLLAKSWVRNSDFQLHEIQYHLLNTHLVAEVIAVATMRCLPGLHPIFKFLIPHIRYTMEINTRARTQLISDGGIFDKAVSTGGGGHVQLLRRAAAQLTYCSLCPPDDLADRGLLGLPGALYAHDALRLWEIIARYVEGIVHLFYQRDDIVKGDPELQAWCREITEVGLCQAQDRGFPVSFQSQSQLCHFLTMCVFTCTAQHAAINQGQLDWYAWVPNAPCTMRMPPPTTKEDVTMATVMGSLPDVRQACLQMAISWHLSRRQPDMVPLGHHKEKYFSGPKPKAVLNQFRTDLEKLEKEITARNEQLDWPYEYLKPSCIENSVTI
#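 Hydroperoxide product was detected by ferrous iron/xylenol orange as the 573 to 405 nm absorbance ratio. Arachidonic acid at 40 uM (final) was turned over for 30 min at room temperature by 150 nM human 12hLO, pH 7.0 Hepes buffer, after 15 min compound preincubation.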
# USP1 inh = Inhibitors of USP1/UAF1: Primary Screen; Ubiquitin carboxyl-terminal hydrolase 1 (Homo sapiens), O94782; recombinant USP1/UAF1, Ub-Rhodamine cleavage fluorescence; Potency, µM (series often up to 57.1 µM), for the others: at the highest dose activity change, negative = inhibition, most hits filed as inhibitors; 0.23% of 390,000 active; also: % is scaled to controls: 0 for no effect and ±100 for the full control effect; nearly all actives have a fitted effect of over 60% in size; inactives centre near -12
#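 USP1/UAF1 complex (1 nM) preincubated 15 min at room temperature with compound, then Ub-Rho substrate (150 nM final) added. Kinetic fluorescence at 480/540 nm over 6 reads at 60 s intervals; 50 mM HEPES pH 7.8, 0.5 mM EDTA, 0.1 mg/ml BSA, 1 mM TCEP, 0.01% Tween-20.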
# TrxR1 substrate = qHTS Assay for Substrates of Mammalian Selenoprotein Thioredoxin Reductase 1 (TrxR1): qHTS; Potency, µM (highest dose often 114 µM), for inactives: at the top dose activity change, negative = substrate turnover; purified TrxR1 substrate turnover, NADPH consumption readout; 0.01% of 390,000 active; Thioredoxin reductase 1, cytoplasmic (Rattus norvegicus), O89049; also: % is scaled to controls: 0 for no effect and ±100 for the full control effect; nearly all actives have a fitted effect of over 50% in size
#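 Rat TrxR1, dispensed at 90 nM, was prereduced with 400 uM NADPH (final) for 5 min at ~22 deg C, then incubated with compound 15 min before 400 uM selenite. A first-read NADPH fluorescence drop versus no-compound background flagged substrates.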
# TrxR1 inh = qHTS Assay for Inhibitors of Mammalian Selenoprotein Thioredoxin Reductase 1 (TrxR1): qHTS; Thioredoxin reductase 1, cytoplasmic (Rattus norvegicus), O89049; recombinant rTrxR1, NADPH fluorescence consumption, selenite substrate; Potency, µM (doses to about 114 µM), inactives show top-dose activity change, negative = inhibition, hits mostly inhibitors; 1% of 390,000 active; also: % is scaled to controls: 0 for no effect and ±100 for the full control effect; nearly all actives have a fitted effect of over 65% in size
#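 Rat TrxR1 (90 nM in the dispensed reagent) was pre-reduced with 400 uM NADPH for 5 min at room temperature, then incubated with compound for 15 min. After 400 uM selenite was added, NADPH fluorescence (Ex 340/Em 450 nm) was followed for 8 min.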
# RXFP1 agonist = qHTS Assay for Agonists of the Relaxin Receptor RXFP1; HEK293T-RXFP1 cAMP TR-FRET, 30 min; response scale: percent of porcine relaxin response, buffer zero; Potency, µM (top dose mostly 57.5 µM), without a hit: at the highest dose activation, usual class: activators; 0.3% of 370,000 active; AID 2676, 2010; also: % is scaled to controls: 0 for no effect and ±100 for the full control effect; nearly all actives have a fitted effect of over 60% in size; many of its hits are not listed in these tables
#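 HEK293T cells stably expressing RXFP1 were pretreated with the PDE4 inhibitor Ro 20174, exposed to compounds for 30 min at 37C, lysed, and cAMP was read by TR-FRET. Data normalized to buffer (basal) and 29 nM porcine relaxin (100%).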
# Vif-APOBEC3F blk = qHTS for Inhibitors of Vif-A3F Interactions: qHTS; HeLa A3F-eYFP + Vif (tagged APOBEC3F with the HIV-1 protein that degrades it), YFP fluorescence increase; 0.2% of 390,000 active; Potency, µM (top dose mostly 46.1 µM), for inactives: at the highest dose activity, negative = active; AID 602313, 2012; also: % of control where 0% means no effect; nearly all actives have a fitted effect of over 65% in size
#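 HeLa cells stably expressing A3F-eYFP plus Vif, plated and incubated overnight at 37 deg C, then exposed to compounds overnight at 37 deg C. Blocked degradation read as raised yellow fluorescence (Ex 488/Em 500-530).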
# RGS4 inh = Inhibitors of Regulator of G Protein Signaling (RGS) 4: qHTS. Potency, µM (doses to about 114 µM), without a hit: top-dose activity change, negative = inhibition, actives largely listed as inhibitors. 0.039% of 390,000 active. Transcreener GDP fluorescence polarization, RGS4-accelerated GTP hydrolysis. Regulator of G-protein signaling 4 (Homo sapiens), P49798; also: % is scaled to controls: 0 for no effect and ±100 for the full control effect; nearly all actives have a fitted effect of over 75% in size; some results filed as inactive show a strong effect at the top dose
#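 MLSMR compounds (23 nl, pin-transferred) preincubated 10 min at room temperature with a 500nM (2x) first reagent, then RGS4 at 900nM (2x) plus Transcreener GDP mix added; fluorescence polarization (620/688 nm) read before and after 90 min at 30 °C.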
# Vif-A3G inh = qHTS for Inhibitors of Vif-A3G Interactions: qHTS. DNA dC->dU-editing enzyme APOBEC-3G (Homo sapiens), Q9HC16. HeLa A3G-eYFP + Vif (tagged APOBEC3G with the HIV-1 protein that degrades it), YFP fluorescence, overnight. Potency, µM (top dose mostly 46.1 µM), inactives show at the top dose activity, negative = active, hits mostly inhibitors. 0.076% of 410,000 active;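 also: % is scaled to controls: 0 for no effect and ±100 for the full control effect; nearly all actives have a fitted effect of over 60% in size; hits raise eYFP signal because A3G escapes Vif-driven loss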
#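 HeLa cells stably expressing Vif and C-terminally eYFP-tagged A3G, seeded overnight at 37 deg C, then exposed to compound by pintool overnight at 37 deg C. Rise in yellow fluorescence (Ex 488/Em 500-530, Acumen) marks blocked Vif-driven A3G degradation.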
# mIDH1 inhibitor = qHTS for Inhibitors of mutant isocitrate dehydrogenase 1 (IDH1): qHTS; Isocitrate dehydrogenase [NADP] cytoplasmic (Homo sapiens), O75874; AID 602179, 2012; IDH1-R132H enzyme, NADPH consumption, diaphorase/resazurin fluorescence; Potency, µM (series often up to 76.6 µM), inactives show at the highest dose activity change, negative = inhibition, actives largely listed as inhibitors; 0.093% of 390,000 active; also: % is scaled to controls: 0 for no effect and ±100 for the full control effect; nearly all actives have a fitted effect of over 65% in size
# Target sequence (O75874 whole entry R132H, stated change not applied): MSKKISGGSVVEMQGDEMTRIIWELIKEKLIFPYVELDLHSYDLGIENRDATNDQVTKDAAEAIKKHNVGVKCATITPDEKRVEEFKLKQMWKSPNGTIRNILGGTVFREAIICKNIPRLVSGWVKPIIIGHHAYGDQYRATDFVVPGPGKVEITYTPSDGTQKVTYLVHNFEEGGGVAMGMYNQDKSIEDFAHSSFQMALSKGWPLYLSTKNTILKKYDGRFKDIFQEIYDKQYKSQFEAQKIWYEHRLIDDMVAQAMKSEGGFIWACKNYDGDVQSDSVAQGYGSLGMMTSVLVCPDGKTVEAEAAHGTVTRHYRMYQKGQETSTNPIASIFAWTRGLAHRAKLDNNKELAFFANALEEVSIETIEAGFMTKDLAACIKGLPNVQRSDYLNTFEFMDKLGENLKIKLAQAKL
#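 IDH1-R132H (0.5 ug/mL) preincubated 30 min with compound, then NADPH (0.016 mM) and alpha-KG (2 mM) added; 80 min at RT, pH 7.5. Remaining NADPH coupled via diaphorase/resazurin to fluorescence (540/590 nm); concentration-response curves normalized to no-enzyme control.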
# An asterisk follows results filed as active; u = inconclusive; x = not tested or not shown; & = joins results of further samples; [ ] = another dose, or the depositor's remark. Calls follow the shape of the dose curve; as a rule, active = well fitted curve in the direction sought with a large enough effect; inconclusive = small, poorly fitted or top-dose-only effect, or another doubt; inactive = no such curve, though single readings can be large; an effect the other way counts as inactive or inconclusive. Potency is read from the fitted curve at half-maximal effect. Some of the compounds tested; the hit share may differ from the screen's.
SMILES,ALOX12 inh,USP1 inh,TrxR1 substrate,TrxR1 inh,RXFP1 agonist,Vif-APOBEC3F blk,RGS4 inh,Vif-A3G inh,mIDH1 inhibitor
COc1ccc(CNC(=O)c2onc(C)c2Cl)cc1,u,0%,10%,20%,-3.4%,4%,-9%,4%,13%
CCn1c(SCC(=O)Nc2oc(C)c3c(C)n[nH]c(=O)c23)nnc1-c1ccco1,u,-10%,x,x,x,-1%,x,2%,-10%
O=C(COc1ccccc1[N+](=O)[O-])N/N=C/c1cccs1,-7%,-18%,-2%,3%,2.5%,-8%,4%,-1%,-3%
CC12CCC=CC1C(c1ccoc1)N(Cc1ccccc1)C2=O (stereo not given),x,x,0%,-23%,x,x,-12%,-4%,x
O=C(CSc1nc(=O)n(CCCN2CCOCC2)c2c1CCCC2)Nc1cccc([N+](=O)[O-])c1,-7%,-2%,-4%,-8%,6.6%,5%,-9%,1%,2%
Cc1c2ccccc2nc2c(F)c(NCCO)c(F)c(F)c12,-21%,u,-2%,u,0.1%,u,-6%,u,0%
O=C(O)c1cccc(CSc2nnc(-c3ccco3)o2)c1,u,16%,5%,-2%,-1.2%,0%,-2%,-5%,1%
Cc1cccc(C)c1N(C(=O)c1ccco1)C(C(=O)NC1CCCC1)c1ccncc1 (stereo not given),-4%,-19%,-12%[57.1 µM],2%[57.1 µM],1.0%,-9%,-32%,-6%,1%
CCC(=O)N1c2ccccc2-c2nnc(SC)nc2OC1c1ccc(N(C)C)cc1 (stereo not given),-10%,-11%,-2%,-1%,1.8%,-2%,-20%,0%,4%
Cc1ccc(C)c(S(=O)(=O)N2CCN(C(=O)Cc3ccsc3)CC2)c1,-7%,-11%,-6%,-17%,-0.1%,2%,-13%,-5%,9%
Cc1ccc(C(=O)C(OC(=O)CNC(=O)c2ccc(Cl)cc2)c2ccccc2)cc1 (stereo not given),u,-13%,-3%,4%,3.3%,-4%,15%,1%,0%
CN1C(=O)C(C)(C)c2cc(S(=O)(=O)N3CCCC(C(=O)Nc4ccc(Cl)cc4)C3)ccc21 (stereo not given),-4%,-29%,3%,22%,0.6%,0%,10%,2%,4%
COc1ccc(C(=O)Nc2cnc3ccccn3c2=O)cc1,-2%&-14%,-8%&9%,-5%,0%,18%&16%,-1%&0%,19%&2%,-12%&1%,3%&-3%
O=C(Nc1ccc(S(=O)(=O)Nc2ccccc2F)cc1)N1CCCCC1,-13%,-8%,5%,2%,-0.2%,8%,-15%,-7%,3%
CCN1C(=O)/C(=C2/C(=O)N3c4c(cc(OC(C)=O)cc42)C(C)=CC3(C)C)SC1=S,-8%,-11%,0%[57.1 µM],-7%[57.1 µM],1.6%,-4%,-4%,1%,-2%
Cc1nn(-c2ccncc2)c2c1C(=O)CC(C)(C)C2Br (stereo not given),-6%,-28%,-1%,1%,x,7%,-13%,4%,-6%
O=C(Nc1ncn[nH]1)c1ccccc1Br,-7%,-14%,-7%,-8%,-0.5%,0%,-5%,0%,6%
Nc1nonc1-n1nnc(C(=O)N/N=C/c2cccc(Cl)c2)c1CSc1ccc(Cl)cc1,7%,-1%,0%[57.1 µM],-20%,-0.6%,-7%,35%,-1%,13%
CN(CC(=O)Nc1ccc(Cl)cc1)C(=O)c1cccc(S(=O)(=O)N(C)C)c1,0%,-20%,9%[57.1 µM],12%,0.1%,5%,2%,-4%,2%
Cc1ccsc1C(=O)OCC(=O)N(Cc1ccccc1)C(C)C,13%,-20%,-2%,11%,x,1%,10%,0%,2%

# 3 records drawn at random from those above:
SMILES,ALOX12 inh,USP1 inh,TrxR1 substrate,TrxR1 inh,RXFP1 agonist,Vif-APOBEC3F blk,RGS4 inh,Vif-A3G inh,mIDH1 inhibitor
O=C(Nc1ncn[nH]1)c1ccccc1Br,-7%,-14%,-7%,-8%,-0.5%,0%,-5%,0%,6%
CN1C(=O)C(C)(C)c2cc(S(=O)(=O)N3CCCC(C(=O)Nc4ccc(Cl)cc4)C3)ccc21 (stereo not given),-4%,-29%,3%,22%,0.6%,0%,10%,2%,4%
Cc1ccsc1C(=O)OCC(=O)N(Cc1ccccc1)C(C)C,13%,-20%,-2%,11%,x,1%,10%,0%,2%

# Next structures follow.
SMILES,ALOX12 inh,USP1 inh,TrxR1 substrate,TrxR1 inh,RXFP1 agonist,Vif-APOBEC3F blk,RGS4 inh,Vif-A3G inh,mIDH1 inhibitor
CCc1cc(=O)oc2cc(OCC(=O)NCCCN3CCCC3=O)c(Cl)cc12,-5%&-3%,-13%,9%,-9%,7.2%,1%,12%,4%,-4%
CCN(C[C@H]1N[C@@](Cc2ccccc2)(C(=O)OC)[C@H]2C(=O)N(Cc3ccccc3)C(=O)[C@@H]12)S(=O)(=O)c1ccc(OC)cc1,-4%,-28%,2%,17%,x,-2%,17%,-6%,-1%
Cc1cc(Cl)ccc1OCc1cn2cccnc2n1,-12%,-7%,16%,2%[57.1 µM],2.2%,-9%,8%,-1%,4%
Cc1ccc(OCCn2c(COc3ccc(Cl)cc3)nc3ccccc32)cc1,-3%,-7%,1%,37%[activator],1.4%,3%,21%,-4%,0%
COc1cc(/C=N/Nc2nc3ccccc3[nH]c2=O)ccc1O,2%,1%,9%[57.1 µM],16%[57.1 µM],-0.9%,-13%,23%,1%,0%
O=S(=O)(c1ccccc1)N1CCN=C1SCc1ccccc1,-2%,-15%,1%,4%[57.1 µM],-0.1%,10%,-27%,0%,27%
Nn1c(SC/C=C/c2ccccc2)nnc1-c1ccccn1,-2%,-16%,4%,-18%,0.8%,-1%,-3%,1%,1%
CC(C)n1cc(NC(=O)c2cc(-c3ccccc3)on2)cn1,36%[activator],-2%,-4%,4%,0.9%,-5%,-8%[11.4 µM],u,6%
Cc1c(/C=N/O)c2ccccn2c1C=O,0%,-19%,-6%,-4%,1.3%,-4%,-12%,2%,2%
Cc1ccc(SCc2cc(=O)[nH]c(Nc3nc(C)c4cccc(C)c4n3)n2)cc1,5%&9%,-2%,-1%,-3%,1.2%,-2%,2%,1%,1%
Cc1cc(OCC(=O)Nc2ccccc2N2CCCC2)ccc1C(C)C,3%,-25%,-1%,-6%,2.5%,-6%,16%,-7%,4%
Cc1ccc(-n2ncc(C(=O)NCCCN3CCc4ccccc4C3)c2C2CCN(C(=O)OC(C)(C)C)CC2)cc1C,-28%,-38%,-4%,12%,-5.2%,0%,4%,-9%,2%
CCN(CC)CCCN1C(=O)C(=O)/C(=C(/O)c2ccccc2)C1c1cc(OC)ccc1OC (stereo not given),1%,-13%,-7%,-13%,0.2%,10%,9%,1%,11%
CCOc1ccccc1N(C)C(=O)c1sc2nc3n(c(=O)c2c1C)CCCC3,3%,-9%,-7%,40%[11.4 µM],-0.8%,3%,35%,-26%,20%
COCCNC(=O)C(c1ccc(C)cc1)N(C(=O)CCC(=O)Nc1ccccn1)c1cccc(C)c1 (stereo not given),27%,-18%,-1%,13%,-1.3%,-16%,1%,4%,4%
COC(=O)C1=C(C)N(CCc2ccc(OC)c(OC)c2)C(=O)/C1=C\c1ccc(O)cc1,u,-9%,-6%,u,0.0%,-16%,-15%,-4%,5%
Cc1ccccc1/C=C/C(=O)NCC(=O)N1CCC(N(C)C2CCCCC2C)CC1 (stereo not given),-1%,-4%,12%,3%,-3.0%,3%,38%,1%,7%
O=C(CN1CCC(O)CC1)N1c2ccccc2C=Cc2ccccc21,0%,-18%,9%[57.1 µM],6%,1.2%,3%,-21%,0%,5%
CC(C)[C@H](NC(=O)N1CCn2c1nc1ccccc12)C(=O)NCCc1ccccc1,-7%,-22%,4%,7%,-0.1%,11%,6%,-1%,3%
COc1ccc(C(C)(C)C)cc1NC(=O)c1ccoc1C,0%,-19%,-4%[57.1 µM],11%,0.2%,-25%,-26%,-2%,0%
CCOC(=O)N1CCN(S(=O)(=O)c2ccc(C(=O)Nc3nnc(CSC)o3)cc2)CC1,37%[activator],-15%,-16%[57.1 µM],17%[57.1 µM],1.3%,12%,-23%,1%,-1%
O=C1C=C(NCc2ccco2)CC(c2ccc(Cl)cc2)C1 (stereo not given),u,-16%,-9%,-16%,1.6%,-3%,-25%,-26%,0%
CC1Cc2cc(/C(O)=C3/C(=O)C(=O)N(CCCn4ccnc4)C3c3cccc([N+](=O)[O-])c3)ccc2O1 (stereo not given),-10%,-9%,-21%,-29%,0.8%,-9%,15%,3%,-9%
